# Screens (PubChem)
# p53ts 32C tox – qHTS Screen for Compounds that Selectively Target Cancer Cells with p53 Mutations: Cytotoxicity of p53ts Cells at the Permissive Temperature | H1299-p53A138V at 32C, ATP luminescence viability, 24 h | Potency, µM (doses to about 46.1 µM), inactives show at the highest dose activity change, negative = cytotoxicity, hits mostly cytotoxic | actives 0.93% (n = 130,000) | AID 924, 2007;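 note: 0% = DMSO and -100% = full killing by reference compound; nearly all actives have a fitted effect of over 55% in size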
#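 Viability by ATPlite luminescence after 24 h compound treatment (up to 46 uM) at the permissive 32C. Cells are H1299 carrying p53 A138V. Scale runs from DMSO basal to 100 uM tamoxifen as full kill; AC50 from Hill fits.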
# Peg3 imprint – qHTS Assay for Compounds that Induce Erasure of Genomic Imprints; actives 0.02% (n = 110,000); Potency, µM (series often up to 60.7 µM), for the others: at the top dose activity change, positive = activation, usual class: activators; AID 1948, 2009; mouse ES Peg3-LacZ reporter, beta-gal luminescence, 40 h;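 note: 0% = negative control wells on the plate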
#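 Each well holds 300 Peg3LacZ-Neo (maternal) female ES cells incubated 40 h at 37C, 5% CO2. LacZ is measured by BetaGlo luminescence, with AC50 and maximum efficacy derived from dose-response curves.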
# IkB signaling – IkB Signaling; Potency, µM (top dose mostly 57.1 µM), for inactives: top-dose IkBa stabilization activation; ABC-DLBCL IkBa-CBG/CBR dual luciferase ratio, 4 h; response scale: scaled: untreated 0%, proteasome inhibitor 100%; actives 0.04% (n = 110,000); active = well fitted curve in the direction sought with a large enough effect in the signal ratio, not every such curve was filed as active; inconclusive = small, poorly fitted or top-dose-only effect, or a change in a side signal; the % refers to the signal ratio;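 note: the direction sought is a rising ratio; 0% = basal untreated cells and 100% = reference inhibitor full response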
#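 Curves were fitted separately to fusion (green), unfused (red) and ratio luminescence, then classed by r2, magnitude and activity. Cells: OCI-Ly3, 4 h compound plus doxycycline at 37C; 10 uM MG-132 defined full response.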
# p53ts 39C tox – qHTS Screen for Compounds that Selectively Target Cancer Cells with p53 Mutations: Cytotoxicity of p53ts Cells at the Nonpermissive Temperature. H1299-p53A138V viability at 39C, ATP luminescence, 24 h. Potency, µM (series often up to 46.1 µM), inactives show top-dose activity change, negative = cell killing, most hits filed as cytotoxic. actives 1.5% (n = 130,000). AID 902, 2007; note: nearly all actives have a fitted effect of over 55% in size
# The depositor's hits bear a star; ? = inconclusive; / = not tested or not shown; & = joins results of further samples; [ ] = remark or other dose. Unless noted, calls come from the whole dose curve; as a rule, active = well fitted curve in the direction sought with a large enough effect; inconclusive = small, poorly fitted or top-dose-only effect, or another doubt; inactive = no such curve, though single readings can be large; an effect the other way counts as inactive or inconclusive. Unless noted, % is set by controls: 0 for no effect and ±100 for the full control effect; potency is the fitted concentration of half-maximal effect.
# Results follow in this order: p53ts 32C tox, Peg3 imprint, IkB signaling, p53ts 39C tox
> O=[N+]([O-])c1cccc(/C=N/n2c(C3CCCCC3)n[nH]c2=S)c1
→ -2%, /, /, 6%
> COc1ccc(C(=O)Nc2cc(S(=O)(=O)c3ccc(Cl)cc3)c(O)c(C)c2C)cc1
→ -14%, -10%[10.9 µM], ?, 4%
> Cc1ncn(-c2ccccc2O)c1C
→ 1%[9.22 µM], -27%[10.9 µM], 0.7%[11.4 µM], -4%[9.22 µM]
> CN1CCN(Cc2ccc(-c3ccc(Cl)cc3)o2)CC1
→ 0%, -16%, 2.1%, -10%
> CCOc1ccc(CNC(=O)c2ccc3c(c2)nc2n3CCC(C)C2)cc1OC (configuration not stated)
→ -1%, -8%[10.9 µM], -1.0%, 7%
> CCc1cccc(C)c1NC(=O)C1C2CCC(O2)C1C(=O)O (configuration not stated)
→ 2%, 2%, 0.7%, 19%
> Nc1c(C(=O)NCc2ccc(Cl)cc2Cl)nnn1Cc1ccc(Br)cc1
→ -7%, -10%[10.9 µM], ?, -9%
> COc1ccccc1C(=O)Nc1nnc2n1CCS2
→ -8%, -16%[10.9 µM], 5.8%, -16%
> Cc1ccc(S(=O)(=O)c2nc(-c3ccc(F)cc3)oc2SCC(N)=O)cc1
→ 3%, -3%, 4.2%, -7%
> CCOC(=O)C1CCN(C(=O)C2CCN(c3nc4ccc(OC)cc4s3)CC2)CC1
→ ?, -12%, ?, -26%
> CCOC(=O)CNC(=O)C(=O)c1c(O)[nH]c2ccccc12
→ -9%, -8%, 0.8%, -14%
> Cc1cc(C)n(CC(O)COc2ccccc2C(=O)Nc2ccccc2)n1 (configuration not stated)
→ -2%, 8%, ?, 3%
> Cc1ccc(Cn2c(C)c(CNCC(C)c3ccccc3)c(C(=O)O)c2C)cc1 (configuration not stated)
→ -1%, -7%[10.9 µM], 0.4%, -16%
> O=C1c2ccccc2C(=O)N1Cc1nc(-c2ccccc2)no1
→ 13%, -4%, 11%, 3%
> CC(C)C(c1nnnn1Cc1ccc(F)cc1)N1CCN(C2CCCCC2)CC1 (configuration not stated)
→ -7%, -4%, 0.3%, -5%
> Cc1csc(SCC(=O)O)n1
→ 6%, 3%, 0.1%, 10%
> COC(=O)c1c(NC(=O)CCCOc2ccccc2C)sc2c1CCC2
→ 9%, 14%[10.9 µM], -3.2%, 4%
> CCOc1ccc(-n2c(SC(C)C(=O)OC)nc3c([nH]c4ccccc43)c2=O)cc1 (configuration not stated)
→ 6%, ?, -0.7%, -13%
> N#Cc1c(N)nc(-c2ccccc2)nc1-c1ccccc1
→ 1%, -3%, 0.2%, -7%
> CCn1c(=O)cc(SCC(=O)NCc2ccccn2)c2ccccc21
→ 0%, -9%, 3.7%, -8%
> O=C1Cc2c([nH]c3ccc(Br)cc23)-c2ccccc2N1
→ ?, -24%&-24%, ?, ?
> Cc1nn(-c2ccccc2)c(C)c1/C=N/n1c(-c2ccc(Cl)cc2)n[nH]c1=S
→ -18%, /, /, -18%
> COc1ccc(OC)c(-c2cc(C(=O)N3CCN(c4ccccc4)CC3)no2)c1
→ -17%, -26%, 3.5%, 8%
> COc1ccc(C)cc1NS(=O)(=O)c1c(C)nc2sc(C)cn2c1=O
→ -1%, -14%[10.9 µM], 0.5%, -12%
> CC1C(=O)OC2CC34C5CC(C(C)(C)C)C36C(OC(=O)C6O)OC4(C(=O)O5)C21O (configuration not stated)
→ -9%, 2%, /, 4%
> CC(C)OC(=O)c1nnc(Cc2ccc(F)cc2)o1
→ 1%, 3%, -1.1%, 0%
> O=c1n(-c2ccccc2)c(=O)n(Cc2ccccn2)n1Cc1ccccn1
→ -6%, -1%, 0.1%, 0%
> c1ccc2c(c1)ncn2CCn1cnc2ccccc21
→ 2%, 1%, 0.3%, 7%
> CC(C)c1ccc(NC(=O)C(NS(=O)(=O)c2ccc3c(c2)CCC(=O)N3)c2ccccc2)cc1 (configuration not stated)
→ 7%, -12%[10.9 µM], ?, -13%
> COc1cccc(Nc2ncc3nc(CCc4ccccc4)c(=O)n(C[C@H]4CCCO4)c3n2)c1
→ -5%, /, 0.9%[11.4 µM], -17%
> O=C1c2[nH]nc(-c3ccccc3O)c2C(c2ccccc2F)N1Cc1cccnc1 (configuration not stated)
→ -10%, -4%[10.9 µM], 2.0%, -24%
> Cc1ccc(S(=O)(=O)NC2(C(F)(F)F)NC(=O)N(c3ccc(F)cc3)C2=O)cc1 (configuration not stated)
→ 9%, -4%[10.9 µM], 6.7%, 25%
> CCOc1ccc(-c2n[nH]c3c2C(c2ccccc2OC)N(c2ccc(Br)cc2)C3=O)cc1 (configuration not stated)
→ 52%[activator], -10%[10.9 µM], -1.1%, -3%
> Cc1ccc(O)c(NC(=O)c2cc(-c3ccccc3O)no2)c1
→ 10%, -5%[10.9 µM], ?, 7%
> Cc1nn2c(=O)nc3sc4c(c3c2[nH]c1=O)CCCC4
→ 6%, -11%, -0.6%, 14%
> COc1ccc(CCNC(=O)CSc2nc(C)nc3c2c(=O)n(C)c(=O)n3C)cc1OC
→ -8%, -15%, 2.2%, 11%
> COc1cccc(NC(=O)N2CCN(C(=O)C(Cc3ccc(OC)c(OC)c3)NC(C)=O)CC2)c1 (configuration not stated)
→ 1%, 1%, 1.0%, 4%
> COc1ccccc1-c1nn2c(C(F)(F)F)nnc2s1
→ 7%, -6%, 3.1%, 5%
> O=C(O)c1ccc2cc[nH]c2c1
→ -2%, 5%, 2.8%, 17%
> CCC(Sc1nc2ccccc2[nH]1)C(=O)Nc1cc(C)on1 (configuration not stated)
→ 5%, -5%, -1.1%, -3%
> O=C(NCc1ccccc1Br)c1ccc2nc(N3CCCCC3)sc2c1
→ -11%, 2%[10.9 µM], -1.2%, -20%
> O=C(c1ccc2c(c1)N(Cc1ccccc1F)C(=O)c1ccccc1S2=O)N1CCC(Cc2ccccc2)CC1 (configuration not stated)
→ 9%, -15%[10.9 µM], ?, -16%
> CCOc1cc(C2C3=C(CCCC3=O)NC3=C2C(=O)CCC3)ccc1OCCO
→ 6%, -4%, -1.3%, 17%
> COCCCn1c(=O)c2sccc2n2c(CCCC(=O)NCc3cccc(OC)c3)nnc12
→ -1%, -18%[10.9 µM], ?, -7%
> Cc1cc(=O)[nH]c(SCc2nc3ccccc3s2)n1
→ -4%, -58%[inhibitor], 0.9%, -5%
> CCCn1c(C)nc2c(NCCN3CCCCC3)nc(C)nc21
→ -12%, -14%, /, -12%
> CCC(=O)N1CCc2cc(S(=O)(=O)NC(C(=O)NCc3ccc(F)cc3)C(C)C)ccc21 (configuration not stated)
→ -2%, -3%, 3.3%, -1%
> CC(C)c1ccc(NC(=O)CN2C=NS(=O)(=O)c3ccccc32)cc1
→ -11%, -13%[10.9 µM], -2.6%, 10%
> COc1cc(OC)c(NC(=O)C2=C(C)C(=O)OC23CCCCC3)cc1Cl
→ 13%, ?, -0.5%, -13%
> Cc1ccc(-c2ccc(=O)n(CC(=O)NC(C)c3ccccc3)n2)cc1 (configuration not stated)
→ -12%, -11%[10.9 µM], -3.4%, -21%
> O=C(c1ccc(F)cc1)n1nc(-c2ccccc2)nc1NCc1ccco1
→ 0%, -10%[10.9 µM], ?, -9%
> N#Cc1nc(COc2ccccc2)oc1N1CCOCC1
→ -1%, 1%, 0.5%, 1%
> CC(=O)Nc1ccc(-c2nnn(CC(=O)c3ccccc3)n2)cc1Cl
→ -2%, -5%, 0.0%, -23%
> Fc1ccc(OCc2nc(-c3ccc(Br)o3)no2)c(F)c1
→ -4%, 4%, -0.8%, 3%
> Cc1cccc(NC(=O)c2snc3c(=O)[nH]cnc23)c1
→ 6%, -64%[inhibitor], -0.3%, 30%
> CN(C)c1ccc(NC(=O)Cn2cc3c(n2)CCCC3)cc1
→ -14%, -28%, -2.9%, -4%
> COc1ccc(-c2cn3c(n2)sc2cc(C(=O)Nc4ccc(C)cc4C)ccc23)cc1
→ 3%, -14%[10.9 µM], -1.3%, -5%
> COc1ccccc1N1CCN(C(=O)CSc2nc3ccccc3nc2Cc2ccccc2)CC1
→ 9%, 1%[10.9 µM], ?, -1%
> Cc1cc(NC(=O)CSc2nnnn2Cc2ccccc2)no1
→ 1%, -10%, 0.1%, 3%
> CCOc1ccc(-c2[nH]nc3c2C(c2ccc4c(c2)OCO4)C(C#N)=C(N)O3)cc1OC (configuration not stated)
→ -12%, -10%, 5.2%, -16%

# Part of the list above, with each value named.
Cc1nn(-c2ccccc2)c(C)c1/C=N/n1c(-c2ccc(Cl)cc2)n[nH]c1=S
  p53ts 32C tox = -18%; Peg3 imprint = /; IkB signaling = /; p53ts 39C tox = -18%
COCCCn1c(=O)c2sccc2n2c(CCCC(=O)NCc3cccc(OC)c3)nnc12
  p53ts 32C tox = -1%; Peg3 imprint = -18%[10.9 µM]; IkB signaling = ?; p53ts 39C tox = -7%
Cc1ccc(S(=O)(=O)NC2(C(F)(F)F)NC(=O)N(c3ccc(F)cc3)C2=O)cc1 (configuration not stated)
  p53ts 32C tox = 9%; Peg3 imprint = -4%[10.9 µM]; IkB signaling = 6.7%; p53ts 39C tox = 25%
COc1ccc(-c2cn3c(n2)sc2cc(C(=O)Nc4ccc(C)cc4C)ccc23)cc1
  p53ts 32C tox = 3%; Peg3 imprint = -14%[10.9 µM]; IkB signaling = -1.3%; p53ts 39C tox = -5%

# (list continues)
SMILES | p53ts 32C tox | Peg3 imprint | IkB signaling | p53ts 39C tox
COc1ccc(-n2nc3c(N4CCC(C(=O)NCc5ccccc5C)CC4)nnc(C)c3c2C)cc1 | ? | 9%[10.9 µM] | ? | ?
N#Cc1cccc(-c2cncnc2NCc2cccnc2)c1 | 3% | -7% | 2.5%[11.4 µM] | 3%
O=C(CSc1nnc(-c2c[nH]c3ccccc23)o1)N1c2ccccc2CCc2ccccc21 | 58%[activator] | -18% | ? | -3%
COc1cc(C(=O)Nc2ccc(S(=O)(=O)Nc3onc(C)c3C)cc2)cc(OC)c1OC | -3% | 7% | 3.1% | 11%
O=C(COC(=O)CNS(=O)(=O)/C=C/c1ccccc1)NC1CCS(=O)(=O)C1 (configuration not stated) | 4% | -5% | 0.9% | 3%
O=C(CSc1nc(-c2ccco2)cc(C(F)(F)F)n1)N1CCc2ccccc2C1 | -1% | -9% | 1.6% | -7%
Cc1ccc(NC(=O)c2ccc3c(c2)NC(=O)c2ccccc2S3)cc1 | -14% | -23%[10.9 µM] | ? | ?
COc1ccc(-c2cc(=O)c3c(O)cc(O[C@@H]4OC(COC5OC(C)C(O)C(O)[C@@H]5O)C(O)C(O)C4O)cc3o2)cc1 (some centres not stated) | 1% | 0% | / | 2%
O=c1c(N2CCN(c3ccc(F)cc3)CC2)csc2ccc(F)cc12 | -16% | -15%[10.9 µM] | ? | ?
CCOC(=O)C1=C(C)NC(=O)C1CC(=O)Nc1ccccc1 (configuration not stated) | -20% | / | / | -16%
O=C(NCCc1csc(-c2ccc(C(F)(F)F)cc2)n1)c1ccccc1Cl | -1% | ? | ? | ?
O=C(CN(Cc1ccccc1)C1=NCCS1)c1ccccc1 | ? | / | / | 16%
COc1cccc([C@@H]2Oc3ccc(OC)cc3/C(=N/O[C@@H](C)CN3CCCCc4nc(C)c(C)cc43)[C@@H]2O)c1 | -7%[9.22 µM] | / | / | -12%[9.22 µM]
CCOc1ccc(CCNC(=O)C2Cc3ccccc3N2C(=O)CC)cc1 (configuration not stated) | 4% | -13%[10.9 µM] | -2.4% | -14%
COc1ccc(C(C)(C)C)cc1NC(=O)COC(=O)c1cc(SC)ccc1Cl | -12% | / | / | -21%
COc1ccc(/C(O)=C2\C(=O)C(=O)N(c3cc(C)on3)C2c2ccc(OC)c(OC)c2)cc1OC (configuration not stated) | -3% | -2% | -0.9% | 14%
O=S(=O)(NCCc1ccccc1)c1cccc(S(=O)(=O)N2CCOCC2)c1 | -7% | -12% | 0.2% | -2%
Nn1c(SCC(=O)Nc2ccc(F)cc2)nnc1-c1cccnc1 | -9% | 0% | ? | -7%
Cc1ccc(-c2nc(NC(=O)CSc3ncnc4sc5c(c34)CCC(C)C5)ns2)cc1 (configuration not stated) | 5% | -5%[10.9 µM] | -1.7% | 7%
Cc1ccc2c(c1)-c1cc(C)nn1C(c1cc(Br)ccc1O)N2 (configuration not stated) | -8% | -6%[10.9 µM] | ? | ?
